High-throughput results (PubChem BioAssay)
CaV13 FRET inh: Primary screen for inhibitors of IQ motif and Ca2+-dependent inactivation inhibitor domain binding in CACNA1D, Förster resonance energy transfer in living cells, …; 340,000 compounds, 0.098% hits; inhibition, % at 12.3 µM; HEK cells, CFP/YFP FRET ICDI-IQ, plate reader, 10 min; percent FRET-ratio fall versus neutral wells; AID 743397;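 active means mean replicate inhibition of at least 30% and at least 1% of replicates passing that level; inconclusive means only one of the two criteria is met; inactive means neither criterion is met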;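 further: 0% = median of the neutral control wells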
N-glyco inh: increase of ERlucT glycosylation luciferase signal, primary screen, N-linked glycosylation inhibitor project, D54 ERlucT cells, luminescence, set 2; AID 588692, 2011; D54 ERlucT glycosylation luciferase reporter, 24 h; percent of 100 nM tunicamycin response; 360,000 compounds, 0.23% hits; reporter increase, % at 12.5 µM;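 active means mean luciferase reporter signal, scaled so untreated is 0 and the glycosylation-blocking control 100, at or above a set limit in every replicate; inconclusive means mean reaches the limit but not every replicate does; inactive means mean below the limit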;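 further: luciferase carries N-glycosylation sites so blocking glycosylation raises the light; 0% = median of neutral control wells and 100% = median of 100 nM tunicamycin wells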
ABHD5-PLIN5 inh: ABHD5-PLIN5 interaction inhibitors, primary screen, cell lysate, split luciferase complementation, luminescence; Perilipin-5 (Homo sapiens) + 1-acylglycerol-3-phosphate O-acyltransferase ABHD5 (Homo …; Split G. princeps luciferase complementation, 4 h; inhibition, % at 4 µM; 360,000 compounds, 0.78% hits;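 active means inhibition above the mean inhibition across every tested compound plus 3 SD, cut at about 22% in these data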;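 further: 0% = DMSO only wells and the 100% control is not disclosed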
PDI turbidity: inhibitors of human PDI, primary screen, biochemical, turbidity, single point, plate reader; Protein disulfide-isomerase (Homo sapiens), P07237; PDI insulin aggregation turbidity, A650, 90 min; inhibition, % at 10 µM; 350,000 compounds, 0.052% hits;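 active means mean inhibition across replicates of 30% or more, whatever share of single replicates reach that level; inconclusive means mean inhibition below 30% while every single replicate reaches 30%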;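 further: absorbance from insulin aggregation driven by PDI reduction with DTT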
Cardio protect: cardioprotection against H2O2-induced cell death, primary screen, uHTS, H9c2 cells, ATPLite luminescence | 360,000 compounds, 0.63% hits | protection from H2O2 cell death, % at 20 µM | H9c2 cardiomyocytes, H2O2 injury protection, 2 h;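 active means compounds giving at least 50% protection of heart cells from peroxide-induced death in the single-dose screen, raw or plate-pattern-corrected value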;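 further: 0% = DMSO wells with peroxide and 100% = DMSO wells without peroxide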
Granule exo inh: LAMP-1 surface exposure blockers, TALL-104 cells – cell-based, flow cytometry, MLPCN library, primary screen; TALL-104 LAMP-1 surface exposure; cells stimulated with thapsigargin and PMA; inhibition, % at 10 µM; AID 651702, 2012; 360,000 compounds, 0.66% hits;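 active means inhibition above about 55%, limit read from the data; inconclusive means no clear call, values can overlap the other calls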
ABCB6 inh 2: ABCB6 transporter inhibitors, primary screen, K562-ABCB6 cells, flow cytometry, MLPCN library | ATP-binding cassette sub-family B member 6 (Homo sapiens), Q9NP58 | K562-ABCB6 porphyrin accumulation, 1 h; stronger effect = lower value | fluorescence ratio to DMSO, % at 10 µM | 360,000 compounds, 0.19% hits | AID 602162, 2011;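 active means fluorescence ratio to DMSO below 75%, the collection mean minus 3 SD; inconclusive means too few cells collected in the well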;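 further: signal is porphyrin accumulated inside mitochondria; 100% equals median channel fluorescence of DMSO control wells; lower ratio means ABCB6 inhibition with less porphyrin fluorescence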
MC4R antagonist: MC4R antagonists of cAMP signaling, primary screen, cell-based, TR-FRET, antagonist arm of biased-ligand search; Melanocortin receptor 4 (Homo sapiens), P32245; AID 540295, 2011; MC4R-expressing cells, MTII-stimulated cAMP, LANCE TR-FRET; inhibition, % at 6.5 µM; 360,000 compounds, 0.48% hits;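 active means inhibition above its plate's cutoff, the mean of tested wells on that plate plus 3 SD, cut at about 29% in these data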;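 further: 0% = Melanotan II alone and 100% = Melanotan II plus saturating MCL0020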
Target sequence (P32245 whole entry, looked up): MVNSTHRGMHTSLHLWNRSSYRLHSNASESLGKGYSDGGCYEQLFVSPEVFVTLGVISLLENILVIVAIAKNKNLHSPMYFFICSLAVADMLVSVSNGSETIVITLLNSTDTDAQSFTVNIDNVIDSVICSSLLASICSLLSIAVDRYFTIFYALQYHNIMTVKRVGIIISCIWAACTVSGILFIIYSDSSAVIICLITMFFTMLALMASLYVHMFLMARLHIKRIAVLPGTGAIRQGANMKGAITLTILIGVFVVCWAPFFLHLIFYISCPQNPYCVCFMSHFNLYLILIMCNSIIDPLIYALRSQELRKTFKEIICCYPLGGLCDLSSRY
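Test system: U2OS cells stably expressing human melanocortin 4 receptor (MC4R); also added: Melanotan II challenge; compound: 6.5 µM single dose; timing: 30-min compound preincubation, 1-h Melanotan II challenge, 1-h detection, room temperature; signal: Eu-cAMP/anti-cAMP TR-FRET, emission 671 nm; repeats: one well per compound, no replicates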
HTR2A ag: mouse Htr2a agonists via beta-arrestin recruitment, primary screen, cell-based, luminescence; 5-hydroxytryptamine receptor 2A (Mus musculus), P35363; CHO-K1 mHTR2A beta-arrestin complementation; percent of 30 µM serotonin response; activation, % at 7.6 µM; 360,000 compounds, 0.66% hits;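 active means activation above a run cutoff, the mean activation of all tested compounds plus 3 SD, cut at about 14% in these data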;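 further: 0% = plate median of compound wells and 100% = 30 µM serotonin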
Target sequence (P35363 whole entry, looked up): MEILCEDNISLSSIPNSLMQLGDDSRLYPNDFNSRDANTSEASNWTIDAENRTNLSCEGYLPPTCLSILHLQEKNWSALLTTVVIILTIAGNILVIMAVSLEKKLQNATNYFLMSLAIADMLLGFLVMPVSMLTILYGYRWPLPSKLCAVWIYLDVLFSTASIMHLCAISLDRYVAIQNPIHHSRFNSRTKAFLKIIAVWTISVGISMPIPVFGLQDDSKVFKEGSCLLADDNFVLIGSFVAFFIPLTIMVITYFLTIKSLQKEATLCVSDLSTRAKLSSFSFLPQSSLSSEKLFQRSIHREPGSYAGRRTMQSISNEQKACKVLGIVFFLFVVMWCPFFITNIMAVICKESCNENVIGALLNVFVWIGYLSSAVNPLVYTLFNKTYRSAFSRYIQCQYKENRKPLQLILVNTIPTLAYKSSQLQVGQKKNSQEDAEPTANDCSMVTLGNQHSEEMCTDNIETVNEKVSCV
MC4R ag barr: MC4R agonists recruiting beta-arrestin, primary screen, cell-based, luminescence, agonist arm of biased-ligand search; Melanocortin receptor 4 (Homo sapiens), P32245; U2OS MC4R beta-arrestin complementation; percent of melanotan II response, DMSO zero; activation, % at 8.9 µM; 360,000 compounds, 0.98% hits; AID 540308, 2011;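 active means activation above a per-plate cutoff, the mean activation of sample wells on that plate plus 3 SD, cut at about 8% in these data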
* marks the source's active call; other numbers are inactive results; ? = inconclusive; / = no result given. Compounds as they come (roughly 4.2% active in at least one column).

| canonical_smiles | ABHD5-PLIN5 inh | MC4R antagonist | MC4R ag barr | Cardio protect | CaV13 FRET inh | N-glyco inh | PDI turbidity | ABCB6 inh 2 | Granule exo inh | HTR2A ag |
| --- | --- | --- | --- | --- | --- | --- | --- | --- | --- | --- |
| COc1ccccc1NC(=S)N1CCN(c2ncccn2)CC1 | 5.8 | 4.9 | -0.5 | -2.2 | -5.0 | -1.4 | 0.3 | 100.0 | 0.6 | 0.9 |
| O=C(N/N=C/c1cccnc1)c1ccc2ccccc2c1O | 3.4 | 5.8 | -1.2 | -12.5 | / | 1.8 | 0.0 | 97.0 | 1.9 | 2.7 |
| O=C(CN1C(=O)c2cccc3cccc1c23)NCc1ccncc1 | 0.6 | -1.4 | -0.7 | 7.1 | -4.6 | 1.6 | 1.8 | 97.0 | -2.2 | 0.9 |
| Cc1ccccc1-c1csc(C(O)c2cccnc2)n1 (centres undefined) | 1.9 | -2.2 | -0.4 | -4.1 | -9.4 | 0.3 | -32.6 | 89.0 | -3.2 | -2.5 |
| CCOC(=O)N1CCN(C(=O)CS(=O)(=O)Cc2nc(-c3ccccc3F)oc2C)CC1 | 10.3 | 10.9 | 1.0 | 3.7 | -7.2 | 0.9 | 2.9 | 97.0 | -13.3 | 7.9 |
| CC(NC(=O)c1cc(-c2ccc(Br)cc2)on1)c1ccccc1 (centres undefined) | 1.3 | 5.5 | -0.6 | -9.5 | -8.1 | -0.1 | -1.9 | 99.0 | -3.1 | -2.3 |
| COc1cc(C)ccc1OCc1cc(C(=O)N2CCCCCC2)no1 | 2.5 | 10.3 | 2.0 | -3.5 | -13.9 | 0.3 | -1.0 | 108.0 | 0.1 | -8.5 |
| O=[N+]([O-])c1ccc(OC(F)F)c(/C=N/n2cnnc2)c1 | 5.3 | 14.9 | 1.2 | 6.1 | -1.4 | 18.2 | -3.6 | 95.0 | -1.7 | 1.9 |
| COC1=CC(=Cc2c(N)n3nc(CC(=O)N4CCCCC4)sc3nc2=O)C=C(OC)C1=O | 2.6 | 10.6 | -3.0 | -2.3 | -7.4 | -1.1 | 4.0 | 157.0 | -2.0 | -2.4 |
| Cc1cc(C)cc(-n2c(N)c(C(=O)Nc3c(C)n(C)n(-c4ccccc4)c3=O)c3nc4ccccc4nc32)c1 | -1.2 | 14.2 | 2.6 | -1.1 | -8.5 | 0.3 | 0.5 | 118.0 | -2.3 | -1.5 |
| CCSC1=NCCN1S(=O)(=O)c1ccc(F)cc1 | 0.4 | 10.6 | -1.8 | 4.8 | -4.8 | 3.5 | -5.8 | 84.0 | -0.3 | -3.8 |
| COc1cc(C(=O)NCC(=O)N/N=C\C(C)=C/c2ccccc2)cc(OC)c1OC | -8.2 | 30.5* | -0.3 | -2.9 | -6.9 | -1.9 | 5.3 | 106.0 | -11.6 | -2.9 |
| Cc1ccc(CNC(=O)CN(c2cccc([N+](=O)[O-])c2)S(=O)(=O)c2ccccc2)cc1 | -1.4 | 13.5 | -1.0 | -3.7 | -4.7 | -3.2 | 3.8 | 105.0 | -0.4 | 4.1 |
| O=C(O)CC(NCc1ccco1)C(=O)OCC1CCCO1 (centres undefined) | 5.5 | 6.3 | -1.2 | 2.7 | / | 2.0 | -0.5 | 87.0 | -4.4 | -1.4 |
| CS(=O)(=O)N1CCN(c2ccc([N+](=O)[O-])c(N3CCOCC3)c2)CC1 | -2.9 | -2.1 | 2.0 | -1.6 | / | -1.7 | 2.4 | 126.0 | 8.3 | 0.8 |
| CC(NC(=O)c1ccccc1F)c1nnc(SCC(=O)Nc2nccs2)n1C (centres undefined) | 10.3 | 5.9 | -2.4 | -1.1 | -4.1 | 2.0 | -5.9 | 102.0 | 15.0 | -5.2 |
| CCCCn1c(N)c(N(CCC(C)C)C(=O)CSc2nncn2-c2ccccc2)c(=O)[nH]c1=O | -6.3 | 11.3 | 2.5 | -0.8 | -3.2 | 4.0 | -2.9 | 100.0 | 1.3 | -1.9 |
| CC(C)C(NC(=O)c1ccccc1Br)c1ccccc1 (centres undefined) | -7.2 | 2.2 | 1.1 | 17.8 | -3.6 | 0.9 | 0.4 | 102.0 | -2.2 | 6.5 |
| C[C@H]1CN([C@@H](C)CO)C(=O)c2cccc(NC(=O)c3ccc(-c4nccs4)cc3)c2O[C@@H]1CN(C)C(=O)NC1CCCCC1 | 1.6 | -0.2 | -1.6 | -4.9 | -4.5 | 2.8 | -27.8 | 94.0 | -11.7 | 3.2 |
| O=C(Nc1ccccc1)C1CCN(C(=O)c2ccco2)CC1 | 4.7 | 8.4 | -1.2 | -2.0 | -2.5 | -1.7 | -7.6 | 85.0 | 6.4 | -4.7 |

| canonical_smiles | ABHD5-PLIN5 inh | MC4R antagonist | MC4R ag barr | Cardio protect | CaV13 FRET inh | N-glyco inh | PDI turbidity | ABCB6 inh 2 | Granule exo inh | HTR2A ag |
| --- | --- | --- | --- | --- | --- | --- | --- | --- | --- | --- |
| COCCCNC(=O)CN(c1ccc(F)cc1)S(=O)(=O)c1ccc2c(c1)OCCO2 | 0.5 | 0.9 | -1.2 | -2.6 | -5.9 | 0.2 | 14.9 | 99.0 | 2.6 | -6.9 |
| Cc1nnc(SCc2cc(=O)[nH]c(N3CCN(Cc4ccccc4)CC3)n2)s1 | 6.1 | 13.4 | -0.5 | 2.5 | -3.2 | 1.3 | 2.7 | 99.0 | -0.8 | 1.6 |
| CC1CC(C)CN(S(=O)(=O)c2ccc(NC(=O)c3ccc(=O)[nH]c3)cc2)C1 (centres undefined) | 1.6 | -22.1 | -1.4 | -7.2 | -2.0 | 23.2 | 8.0 | 102.0 | -3.0 | -0.7 |
| O=S(=O)(c1ccc(-c2nnc(SCc3nnc(-c4ccccc4)o3)o2)cc1)N1CCCC1 | -1.9 | 4.9 | -1.5 | 2.8 | / | 2.7 | 8.2 | 103.0 | 2.7 | -1.6 |
| CC(C)OCCCNC(=O)C1CC(=O)N(CCc2ccccc2)C1 (centres undefined) | -5.0 | 15.9 | 0.3 | 3.2 | -4.0 | 0.5 | -1.2 | 97.0 | 2.9 | 6.2 |
| Cc1ccc(C(=O)N2CCN3C(=O)c4ccccc4C23c2ccccc2)cc1 (centres undefined) | 1.7 | 19.0 | -1.5 | 8.3 | -3.9 | 1.3 | 0.4 | 100.0 | 3.5 | 0.8 |
| O=C(NCC(=O)N(c1ccccc1)C(C(=O)NC1CCCCC1)c1ccncc1)c1ccco1 (centres undefined) | 2.7 | 5.0 | -1.6 | -11.0 | -4.2 | 0.1 | -0.9 | 92.0 | -0.6 | -2.5 |
| CCN(CC)C(=O)CSc1nc2c(sc(=S)n2Cc2ccco2)c(=O)n1-c1ccccc1 | 4.9 | 14.3 | -2.9 | 9.0 | -5.8 | 0.0 | -4.2 | 98.0 | -1.6 | -1.6 |
| COc1ccccc1CCC(=O)Nc1ccc2c(c1)CN(Cc1ccc(C)o1)CC2 | 8.6 | 19.9 | -1.2 | 5.0 | -4.7 | 0.3 | 2.4 | 96.0 | 12.6 | -11.1 |
| COc1ccc(/C(N)=N/OC(=O)c2ccc(C)c([N+](=O)[O-])c2)cc1 | -0.2 | 4.3 | -0.5 | -4.3 | -5.4 | -0.3 | 4.2 | 97.0 | -4.5 | 0.9 |
| COc1ccc(N(C(=O)c2ccccc2)S(=O)(=O)c2cccs2)cc1 | -3.3 | 1.4 | -0.2 | -6.1 | -6.9 | 5.8 | -0.6 | 101.0 | 12.9 | -10.4 |
| O=C(Cc1cccc(F)c1)N1CCOCC1 | 7.0 | 9.4 | 1.1 | -2.3 | -1.6 | 0.1 | 0.9 | 94.0 | -2.0 | 1.2 |
| O=c1oc2ccccc2c(Nc2cccc(O)c2)c1[N+](=O)[O-] | 1.2 | -25.9 | -2.2 | 1.5 | -4.2 | 1.4 | -0.5 | 94.0 | -3.2 | -1.4 |
| Cn1ccc2c(-c3ccc(C(F)(F)F)cc3)cc3c(c21)C1CCC3O1 (centres undefined) | -1.9 | / | / | 0.2 | -5.9 | -3.9 | / | 94.0 | -2.6 | -2.6 |
| CCCCn1c(N)c(-c2nc3ccccc3s2)c2c([N+](=O)[O-])nn(CC)c(=O)c21 | 4.3 | 5.1 | -1.4 | -14.2 | -4.1 | -0.4 | -1.0 | 92.0 | 7.0 | 2.4 |
| CN1CCN(C(=O)c2ccc(N(C)S(=O)(=O)c3cccs3)cc2)CC1 | -3.2 | 1.4 | -0.7 | 2.6 | -6.5 | -1.1 | 0.6 | 100.0 | -5.6 | 0.8 |
| Cc1cc(NC(=O)CCC(=O)N(CC(=O)NC2CCCC2)Cc2ccc3c(c2)OCO3)no1 | 6.4 | 10.5 | 0.7 | 4.3 | -5.5 | -0.3 | 2.3 | 97.0 | -3.8 | 3.1 |
| O=C(Cn1c(=O)oc2ccccc21)NCCc1ccccc1 | -3.0 | -3.5 | 0.7 | -0.4 | -18.5 | -1.6 | 7.7 | ? | -6.6 | -0.7 |
| COc1cccc(NC(=S)N2CCc3cc(OC)c(OC)cc3C2)c1 | -10.1 | 24.9 | 1.3 | -3.8 | -4.1 | 1.1 | -3.9 | 99.0 | 1.0 | 0.9 |
| Cc1ccc(S(=O)(=O)N2CCN(C(=O)COC(=O)COc3ccc(Cl)cc3C)CC2)c(C)c1 | 3.6 | 6.3 | 4.0 | 1.3 | -2.5 | 1.1 | 9.2 | 98.0 | -1.5 | 0.0 |
| CCNC(=S)Nc1ccc(C)c(Cl)c1 | 3.4 | 5.3 | -1.0 | -8.0 | -5.1 | 1.3 | -5.4 | 97.0 | -1.1 | 0.6 |

Results in MC4R antagonist and Cardio protect, for some of the entries so far:
| structure | MC4R antagonist | Cardio protect |
| --- | --- | --- |
| COc1ccc(/C(N)=N/OC(=O)c2ccc(C)c([N+](=O)[O-])c2)cc1 | 4.3 | -4.3 |
| COc1ccc(N(C(=O)c2ccccc2)S(=O)(=O)c2cccs2)cc1 | 1.4 | -6.1 |
